PLK1 PBD inh: PLK1 (human) polo-box domain binding inhibition; P53350; Plk1 PBD binding of FITC phosphopeptide, fluorescence polarization; Potency, µM, for inactives: max response, negative = inhibition, usual class: inhibitors; 360,000 tested, 2.8% active; AID 720504; further: potency means the concentration at half of the fitted maximal effect; series mostly up to about 57 µM; on the % scale 0 is the no-effect control and ±100 the full control effect; nearly all actives have a fitted effect of over 65% in size
Target sequence (P53350 whole entry, looked up, the tested form may be a part): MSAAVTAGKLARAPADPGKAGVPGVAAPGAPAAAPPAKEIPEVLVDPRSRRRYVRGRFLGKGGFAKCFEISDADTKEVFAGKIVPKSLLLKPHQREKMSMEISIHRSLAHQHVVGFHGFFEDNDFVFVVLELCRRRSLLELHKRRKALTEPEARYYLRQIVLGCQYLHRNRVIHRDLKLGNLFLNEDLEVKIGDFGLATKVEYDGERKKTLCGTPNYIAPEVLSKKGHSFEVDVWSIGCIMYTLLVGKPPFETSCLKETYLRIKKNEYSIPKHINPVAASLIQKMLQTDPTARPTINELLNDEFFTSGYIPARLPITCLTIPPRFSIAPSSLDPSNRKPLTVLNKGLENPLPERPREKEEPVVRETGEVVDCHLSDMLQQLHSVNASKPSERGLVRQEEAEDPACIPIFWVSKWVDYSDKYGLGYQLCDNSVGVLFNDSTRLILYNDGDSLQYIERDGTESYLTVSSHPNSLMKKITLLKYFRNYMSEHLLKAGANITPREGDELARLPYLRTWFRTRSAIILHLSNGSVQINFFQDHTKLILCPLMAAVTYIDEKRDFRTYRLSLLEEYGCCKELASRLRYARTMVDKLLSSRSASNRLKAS
GLP1R ag: agonists of human GLP-1 receptor; AID 624172; HEK293 GLP-1R CRE-luciferase, luminescence, 4-6 h; cells express a hypersensitive GLP-1R form; Potency, µM (highest dose often 45.6 µM), without a hit: at the top dose activation, usual class: activators; 380,000 tested, 0.007% active; further: potency means the concentration at half of the fitted maximal effect; % of control where 0% means no effect
Target sequence (P43220 whole entry, looked up): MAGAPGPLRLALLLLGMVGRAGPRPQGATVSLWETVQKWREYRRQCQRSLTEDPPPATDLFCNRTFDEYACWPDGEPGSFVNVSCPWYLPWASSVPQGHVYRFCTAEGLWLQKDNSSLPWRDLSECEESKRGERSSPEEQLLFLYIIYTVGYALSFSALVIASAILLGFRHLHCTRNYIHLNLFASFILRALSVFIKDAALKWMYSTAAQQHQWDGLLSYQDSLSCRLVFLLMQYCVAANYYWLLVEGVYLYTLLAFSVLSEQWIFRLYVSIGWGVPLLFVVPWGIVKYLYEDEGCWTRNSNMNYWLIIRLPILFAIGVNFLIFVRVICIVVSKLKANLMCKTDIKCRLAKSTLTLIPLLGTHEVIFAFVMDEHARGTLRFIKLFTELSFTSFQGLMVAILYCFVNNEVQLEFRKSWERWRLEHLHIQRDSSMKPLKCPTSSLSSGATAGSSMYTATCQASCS
GLP1R cytotox: cytotoxicity counter-screen for GLP-1 receptor inverse agonists; Potency, µM (series often up to 38.3 µM), for the others: at the highest dose activity change, negative = inhibition, actives largely listed as inhibitors; 410,000 tested, 0.13% active; HEK293 cAMP-luciferase reporter cells, luminescence, 24 h; AID 624418;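 further: loss of luciferase light is scored as toxicity; potency means the concentration at half of the fitted maximal effect; on the % scale 0 is the no-effect control and ±100 the full control effect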
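Cells in DMEM/10% Nu serum/1% pen-strep, 1536-well format. Pre-incubated 12 h, dosed with 23 nL compound, incubated a further 24 h. Luciferase detection, 12 min at room temp, luminescence.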
GLP-1R inv ag: inverse agonists of human GLP-1 receptor; 410,000 tested, 1.6% active; P43220; Potency, µM (doses to about 38.3 µM), for the others: at the highest dose activity change, negative = inhibition, most hits filed as inhibitors; AID 624417; HEK293 GLP-1R CRE-luciferase, luminescence, 24 h; GLP-1R form is constitutively active; further: potency means the concentration at half of the fitted maximal effect; on the % scale 0 is the no-effect control and ±100 the full control effect; nearly all actives have a fitted effect of over 55% in size
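Luminescence readout: a drop in cAMP-driven luciferase signal flags inverse agonism at a constitutively active GLP-1R stably expressed in HEK293. Compound exposure lasted 24 hr at 37 deg C, 5% CO2.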
D3 ag: activates the human D3 dopamine receptor | P35462 | D3R DiscoveRx beta-arrestin cells, luminescence, 90 min | max activation, % | 410,000 tested, 0.58% active | AID 652048; in the data active means max activation above about 30%; further: 0% is about no effect; mostly tested at two doses, the higher about 12 µM
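Cells at 1500/well, incubated overnight, then treated with pinned compounds (dopamine as control) for 90 min at 37 degrees C. DiscoveRx reagent added for 30 - 60 minutes at room temperature; luminescence read.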
PI5P4K alpha inh: PI5P4K alpha (human) kinase inhibition; PI5P4Kalpha enzyme, ADP-Glo luminescence, 60 min; hits give low values; 330,000 tested, 1.2% active; max response, %; P48426; active means max response of -50% or lower; inconclusive means between -30% and -50%; inactive means -30% or higher; further: value at the top dose of about 77 µM; on the % scale 0 is the no-effect control and ±100 the full control effect
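Compounds were pin-transferred onto PI5P4Kalpha and substrate in HEPES pH 7.4 buffer with EGTA, CHAPS and 5% DMSO. ATP (5 microM final) started the reaction, which ran 60 minutes at room temperature before ADP-Glo detection.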
WRN helicase inh: blocks human WRN helicase; Potency, µM (doses to about 114 µM), for the others: at the highest dose activity change, negative = inhibition, actives largely listed as inhibitors; AID 651768; 360,000 tested, 0.46% active; WRN helicase unwinding, fluorescent forked duplex, kinetic; Q14191; further: potency means the concentration at half of the fitted maximal effect; on the % scale 0 is the no-effect control and ±100 the full control effect; nearly all actives have a fitted effect of over 55% in size
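Primary qHTS, 1536-well format. 20 nM WRN + compound, 15 min RT; start with 100 nM forked fluorophore/quencher duplex, 2 mM ATP (final); kinetic read ex 525/em 598 nm.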
IL-2 act: activators of IL-2. IL-2 activation reporter assay, cell-based qHTS; stimulated with anti-CD3/CD4/CD28 beads; in transgenic mouse T cells. activation, % (series mostly up to about 46 µM). 360,000 tested, 0.065% active; in the data active means activation above about 50%; inconclusive means mostly about 30% to 49%; further: 0% is about no effect
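Unstimulated transgenic mouse T cells; 60-min compound exposure; bead-based TCR/CD4/CD28 stimulation; 18 h culture, 37 degrees C; dual fluorescence (EGFP, DsRed) plate cytometry.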
DRD3 antagonist: blocks the human D3 dopamine receptor; P35462; D3R cells, DiscoveRx beta-arrestin luminescence, antagonist mode; hits give low values; max response, negative = inhibition, %; 360,000 tested, 2.5% active; AID 652054; in the data active means max response below about -50%; inconclusive means no clear call, values can overlap the other calls; further: on the % scale 0 is the no-effect control and ±100 the full control effect; mostly tested at two doses, the higher about 12 µM
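Cells expressing the human receptor were seeded at 1500 cells/well, incubated overnight at 37 degrees C in 5% CO2, then exposed to library compounds with dopamine controls for 90 minutes at 37 degrees C before luminescent detection.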
* hit, by the source's call; ? = inconclusive; . = no result given; & = joins results of further samples; [ ] = dose if it differs, or a comment. Unless noted, the call rests on the fitted dose curve; in most records, active means well fitted curve in the direction sought with a large enough effect; inconclusive means small, poorly fitted or top-dose-only effect, or another doubt; inactive means no such curve, though single readings can be large; an effect the other way counts as inactive or inconclusive.

The line under a structure holds: PLK1 PBD inh, GLP1R ag, GLP1R cytotox, GLP-1R inv ag, D3 ag, PI5P4K alpha inh, WRN helicase inh, IL-2 act, DRD3 antagonist
- CCn1c(COc2ccccc2)nnc1SCC(=O)NCc1ccco1
→ -16%, 9%, 11%, 0%, -3, -1, -2%, -0.3, -11
- CSc1ccc(C2C(C#N)=C(N)Oc3cc4c(cc32)OCO4)cc1 (centres undefined)
→ -10%, -1%, -17%, -23%, -11, ., -6%[11.6 µM], 1.1, -25
- O=C(Oc1cccc(/C=N/Nc2nc(Nc3ccccc3)nc(N3CCOCC3)n2)c1)c1ccco1
→ -15%, -4%, 28%, 1.8µM*, 4, -6, -6%, -0.5, -15
- CC1(C(=O)NCc2ccccc2)CSCC(=O)N1Cc1cccs1 (centres undefined)
→ 2%, ., 1%, -3%, 7, -3, -4%, 1.7, 6
- C[C@@H]1CC=C[C@H]2[C@H]1C(=O)N(Cc1ccccc1)[C@H]2c1ccc(-c2ccc(F)cc2)cc1F
→ -13%, 13%, 3%, ?, -12, 1, -6%, -0.4, -22
- CCCSc1nnc(CSc2nc3nc(C)cc(C)n3n2)o1
→ 0%, 3%, 10%, 4%, 1, ., -3%, 0.0, 6
- COc1ccc2c(c1OC)C(=O)N1c3ccccc3C(=O)N(c3ccc(F)cc3)C21 (centres undefined)
→ -5%, -4%, -25%, -27%, 2, -7, -22%, -0.4, 30
- COc1ccc(-c2sc3cc(OC)c(OC)cc3c2C#CC2(O)CCCCC2)cc1
→ -4%, ?, 1%, ?, -1, 35, -12%, -0.6, 93
- Cc1ccc(Cn2cc(/C=N/Nc3ccc([N+](=O)[O-])cn3)c3ccccc32)cc1
→ 0%, 8%, ?, 11µM*, -8, 14, -13%, -1.1, -29
- CC(=O)C1=C(O)C(=O)N(Cc2cccnc2)C1c1ccc(Cl)cc1Cl (centres undefined)
→ -7%, 4%, -22%, 22%, 3, ., -8%, -1.3, -14
- CC(C)Sc1nc2c(c(=O)[nH]c(=O)n2C)n1Cc1ccc(Cl)cc1
→ ?, ?, 6%, 83%[activator], 18, -17, 2%, -0.1, -18
- Cc1ccc(S(=O)(=O)N2CC(O)C2)cc1
→ -10%, -5%, 4%, 3%, 0, -8, -3%, 2.2, -9
- CCCCC(=O)N(C)c1c(CC)nc2c(OCCC3CCCCC3)cccn12
→ -10%, 12%, 2%, ?, -28, -21, -8%, -0.9, -71*
- Cc1ccc(NC(=S)NNC(=O)c2ccco2)cc1
→ -10%, -4%, 4%, 0%, -9, ., -1%, -0.7, 20
- COc1ccc(NC(=O)c2cccs2)cc1C(=O)N1CCN(c2ccccc2)CC1
→ 4%, 2%, ?, ?, 12, -1, -25%, -2.0, 0
- CC1=C(C(=O)OC2CCCCCC2)C(c2ccc(C)o2)C2=C(CCCC2=O)N1 (centres undefined)
→ -4%, 6%, -19%, 0%, 0, ., -11%, 1.8, -17
- COc1ccc(C(=O)OCC(=O)N2CCOCC2)cc1S(=O)(=O)N1CCOCC1
→ 5%, -6%, -18%, 2%, 1, -4, -2%, 0.1, 25
- CCC1CCc2sc(C(=O)NCC(c3ccc(OC)cc3)N3CCOCC3)cc2C1 (centres undefined)
→ -5%, 7%, -8%, ?, -5, -8, -3%, -0.3, -91*
- COc1ccccc1NC(=O)COC(=O)c1oc2ccccc2c1C
→ -2%, 11%, 0%, -37%, 4, 3, 2%, 1.3, 18
- C#CCOCCOCCOCCNc1nc(N2CCN(C(=O)C([C@@H](C)CC)n3cc(C(N)COC(=O)C(F)(F)F)nn3)CC2)nc(N2CCN(C(=O)[C@H](CCCCN)n3cc(C(N)CC(C)C)nn3)CC2)n1 (some centres undefined)
→ 0%, -1%, 6%, 11%, 1, 3, 5%, -0.2, ?
- COc1ccc(C(=O)NCC(=O)OCC(=O)Nc2cccc(S(=O)(=O)N3CCCC3)c2)cc1
→ -8%, 3%, 0%, -8%, -6, 0, 4%, -3.2, -2
- O=C1CSC(c2ccc(F)cc2)N1c1nc2ccccc2s1 (centres undefined)
→ 4%, 3%, -8%, ?, 1, 9, 4%, 0.5, -5
- CC(C)CN(C(=O)COC(=O)CCCc1c[nH]c2ccccc12)c1c(N)n(Cc2ccccc2)c(=O)[nH]c1=O
→ -2%, -3%, 6%, -16%, 2, 0, -15%, -2.5, -18
- Cc1ccc(S(=O)(=O)NCC(=O)OC2CCOC2=O)cc1 (centres undefined)
→ -6%, -7%, -12%, 0%, 1, -1, 4%, 0.1, 0
- CCOc1[nH]n(-c2ccccc2)c(=O)c1C=Nc1ccc(C(=O)OC)cc1
→ 2%, -1%, -1%, 6%, 3, 6, -3%, -0.6, 11
- CCN(CC)C(=O)C(Sc1nnnn1-c1ccc(O)cc1)c1ccccc1 (centres undefined)
→ 4%, 8%, -6%, -6%, 9, 3, -1%, -3.6, 14
- O=C(CSc1nncs1)Nc1ccc2[nH]c(=O)[nH]c2c1
→ 1%, 1%, -1%, 23%, 1, ?, -28%, 2.4, 13
- Cc1cc(C)n(CCC(=O)N/N=C/c2ccc(Cl)c([N+](=O)[O-])c2)n1
→ 7%, 23%, -3%, 5%, 2, 2, -2%, -0.6, -7
- COC(=O)[C@@]1(Cc2ccc(F)cc2)[C@H]2c3cc(C(=O)N4CCCC4)n(CCc4c[nH]c5ccccc45)c3C[C@H]2CN1C(=O)c1ccccc1
→ 6%, -2%, -5%, ?, 2, -4, -13%, -1.2, 1
- CCc1onc(C)c1C(=O)O
→ -8%, -3%, -16%, 1%, -9, 0, -3%, 0.7, -11

Some values from the entries so far.
Cc1ccc(Cn2cc(/C=N/Nc3ccc([N+](=O)[O-])cn3)c3ccccc32)cc1 @ PLK1 PBD inh = 0%
COc1ccc(-c2sc3cc(OC)c(OC)cc3c2C#CC2(O)CCCCC2)cc1 @ PI5P4K alpha inh = 35

Next section.
The line under a structure holds: PLK1 PBD inh, GLP1R ag, GLP1R cytotox, GLP-1R inv ag, D3 ag, PI5P4K alpha inh, WRN helicase inh, IL-2 act, DRD3 antagonist
- CC1=C(C(=O)N(C)C)CC(CC(=O)NC2CC2)C(=O)N1Cc1ccc(C(C)(C)C)cc1 (centres undefined)
→ -2%, -1%, -5%, -5%, 3, -2, 7%, -1.9, -1
- COc1cc(/C=N/n2c(C3CCCCC3)n[nH]c2=S)ccc1O
→ ?, -2%, -1%, 10%, 2, -5, -3%, 1.0, ?
- O=C(NCc1ccccc1)N(Cc1nc2ccccc2c(=O)[nH]1)C1CCCC1
→ ?, 4%, 7%, -30%, -7, 3, -2%, -0.1, 13
- NC(=S)Nc1nc2ccccc2s1
→ -13%, 8%, ?, 4.5µM*, -1, -4, 1%, -4.9, -4
- CCc1ccccc1NC(=O)CSc1nnc(Cn2cnc3ccccc32)o1
→ -7%, 7%, -6%, -1%, -10, -2, 6%, -0.1, 21
- CC(C)CN(CCNC(=O)CN1C(=O)CSc2ccc(S(=O)(=O)N3CCOCC3)cc21)CC(C)C
→ -17%, 5%, 0%&6%, -27%&-8%, 4&8, 1, 8%, -0.5, -10
- COCCSc1ccccc1C(=O)Nc1cc(C)cc(C)c1
→ -6%, -3%, -12%, -28%, -4, -17, 6%, -0.5, -2
- Cc1ccc(-c2ccc(=O)n(CC(=O)NCc3ccco3)n2)cc1
→ -12%, 14%, -24%, 0%, 10, ., -3%, -3.0, -9
- CCCCN(CC)S(=O)(=O)c1ccc(C(=O)N=c2sc3cc(NC(C)=O)ccc3n2C)cc1
→ -4%, -28%, 12%, -8%, 27, 0, -9%, -0.7, -7
- O=C1N[C@@H](c2ccccc2)COC(=O)[C@H](Cc2ccc(F)cc2)C/C=C\C[C@@H]1CC(=O)N(CCO)Cc1ccccc1
→ 2%, -2%, ?, ?, -7, 3, -4%, 0.0, 0
- Cc1cccc(-c2nc(=S)c3c(n2Cc2ccco2)CCCC3)c1
→ ?, -6%, 2%, -23%, -5, ., -30%, -2.1, -9
- Cc1ccc(S(=O)(=O)Oc2cccc(N3C(=O)C4CC=CCC4C3=O)c2)cc1 (centres undefined)
→ 1%, 11%, 5%, 0%, 7, 5, -10%, -1.0, 43
- O=C(Cc1ccccc1)NC1CCN(C(=O)c2ccc([N+](=O)[O-])cc2)CC1
→ -13%, 7%, -8%, 9%, 8, 2, 5%, 2.2, 29
- NS(=O)(=O)c1ccc(NC(=O)CSc2nc3ccccc3[nH]2)cc1
→ -7%, 3%, -3%, 48%[activator], 2, -7, 5%, 0.6, 10
- Cc1ccccc1N1C(=O)c2ccccc2N2C(=O)c3ccccc3C12 (centres undefined)
→ -1%, -5%, -20%, 6%, -3, 0, 0%, -4.3, 11
- c1ccc(-c2cn3nc4c(nc3n2)CCCC4)cc1
→ -21%, -13%, ., 242%[activator], 1, -9, -20%, 5.8, 24
- O=C(CSc1cccc[n+]1[O-])Nc1ccccc1C(F)(F)F
→ -11%, 9%, 1%, 31%[activator], -6, -3, -4%, -0.6, -11
- Cc1ccc(Oc2cc(N3CCOCC3)nc(-c3ccccc3)n2)cc1
→ -10%, 10%, 10%, -12%, -11, 15, -4%, 0.2, -1
- O=C(NC1CCN(C(=S)Nc2ccccc2)CC1)C1CCCCC1
→ -10%, 1%, 10%, 3%, -1, -7, 6%, 0.3, -17
- C#CCOCCOCCOCCNc1nc(N2CCN(C(=O)[C@H]([C@@H](C)CC)n3cc([C@@H](N)CO)nn3)CC2)nc(N2CCN(C(=O)[C@H]([C@@H](C)CC)n3cc([C@@H](N)Cc4ccc(O)cc4)nn3)CC2)n1
→ -10%, -4%, ?, -3%, -6, -8, -2%, -0.4, 8
- CCCc1cc(=O)n2[nH]c(C)c(-c3ccccc3)c2n1
→ -6%, -13%, -20%, -24%, -2, -4, -2%, 2.1, 0

An unsorted share of the library; about 7.8% have a hit in one of these screens.
